Source: PubChem
Dicer inh – inhibitors of Dicer pre-microRNA processing, primary screen, biochemical, cat-ELCCA, chemiluminescence | z-score at 25 µM | Endoribonuclease Dicer (Homo sapiens), Q9UPY3 | 6% of 47,000 active | cat-ELCCA pre-miR-21 Dicer processing; stronger effect = higher value; in the data active = z-score above about 3, passing the limit was not always enough;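 also: plate controls were vehicle for no effect and no enzyme for full effect; higher signal means more uncleaved substrate so more Dicer inhibition; strong numbers were not always called active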
The depositor's hits bear a star. A portion of the library; the hit share may differ from the screen's.

SMILES	Dicer inh
Nc1ccc(-c2nc3ccc(N)cc3s2)cc1	2.3
COC(=O)C1=NN(c2cccc(C(F)(F)F)c2)C(=O)C1	30
CCOC(=O)Cc1csc(NS(=O)(=O)c2ccccc2)n1	-0.94
O=C1C(SCCO)=C(SCCO)C(=O)c2ccccc21	-1.7
COc1cccc2c1OC(c1ccccc1F)N1N=C(c3ccccc3O)CC21 (stereo not drawn)	5.6*
O=c1c2c(nc3c(-c4ccccc4)c[nH]n13)CCC2	1.6
CC1=NN(c2c(Cl)cc(Cl)cc2Cl)C(=O)C1	-2.5
COc1ccc2c(c1)CCC1C2=Nc2ccccc2SC1c1ccc(C)cc1 (stereo not drawn)	0.48
O=C(Oc1ccc2cc(Br)ccc2c1)c1ccncc1	-0.55
CCOC(=O)c1cn2nc(Oc3cccc(C(F)(F)F)c3)ccc2n1	0.57
O=c1oc(-c2ccc(Br)cc2)nc2scc(-c3cccs3)c12	0.83
C=CCOc1ccc(C2C3=C(CC(C)(C)CC3=O)Nc3[nH]c(=O)[nH]c(=O)c32)cc1OC (stereo not drawn)	2.3
CN1CCN(CC(=O)Nc2scc3c2c(=O)oc2ccccc23)CC1	-0.03
CCOC(=O)C1C2C=CC3(CN(C(c4ccccc4)c4ccccc4)C(=O)C13)O2 (stereo not drawn)	-0.14
CCCCCOc1ccc(/C=C/c2c([N+](=O)[O-])c(=O)n(C)c(=O)n2C)cc1	2.3
Cc1cc2c3c(c1)c(OCc1c(Cl)cccc1Cl)c(-c1ccccc1)c(=O)n3CCC2	-0.64
FC(F)(F)c1cccc(-c2nnc(-c3ccc(Oc4cc(Cl)cc(Cl)c4)o3)o2)c1	0.73
Cc1nc(-c2ccc(Cl)cc2)sc1-c1ccnc(SCc2ccccc2)n1	0.31
CCN(CC)CCOC(=O)c1ccc(N[C@@H]2O[C@H](CO)[C@@H](O)[C@H](O)[C@H]2O)cc1	-1.3
Fc1ccc2[nH]c(CN3CCN(c4ccccn4)CC3)cc2c1	0.68
CCS(=O)(=O)N1CCN(Cc2c[nH]c3ccccc23)CC1	3.5*
CN1Cc2cccc(C(=O)O)c2C1=O	-0.81
Cn1cc(C(=O)Nc2cc(C(F)(F)F)cc(C(F)(F)F)c2)c(C(F)(F)F)n1	2.3
Cc1cc(Oc2ccccc2F)nc(N)n1	0.15
O=C1C(=O)N(CCCN2CCOCC2)C(c2cccc(Br)c2)/C1=C(\O)c1ccccc1 (stereo not drawn)	-4.4
CC1CC(=O)c2cn3nc(-c4cccnc4)nc3nc2C1 (stereo not drawn)	-0.05
CS(=O)(=O)Nc1ccc2[nH]cc(C#N)c2c1	1.1
O=C(COc1ccc2ccccc2c1)NS(=O)(=O)c1ccccc1	0.35
Nc1cc(-c2ccccc2)nn1-c1ccc(C(=O)O)cc1	-0.52
Cn1c(N2CCN(c3ccc([N+](=O)[O-])cn3)CC2)cc(=O)n(C)c1=O	0.01
COc1ccc2oc(C(=O)c3ccc(Cl)c(C)c3)cc2c1	-0.49
Cc1cc(C)cc(CC2CC(=O)N(CC(=O)O)C2=O)c1 (stereo not drawn)	2.2
Cc1ccccc1-c1nc(-c2ccc(Cl)cc2)no1	-0.77
S=c1[nH]nc2nnc3ccccc3n12	-2
O=C(Nc1ccccc1)n1nccc1-c1ccc([N+](=O)[O-])cc1Cl	0.61
Cc1ccc2nc(-c3c(F)cccc3Cl)oc(=O)c2c1	-0.77
C#CCSc1ncc(-c2ccc(Cl)cc2)n1C	-2.4
OCCN1CN=C(SCc2ccc(Cl)c(Cl)c2)NC1	-0.52
COC(=O)CC1(C(=O)OC)Oc2ccc(Cl)cc2C(=O)N1c1ccc(F)cc1F (stereo not drawn)	0.07
CCOc1ccc(C2c3c(oc4ccc(C)cc4c3=O)C(=O)N2c2nc(C)c(C)s2)cc1 (stereo not drawn)	0.56
CCC12CN3CC(CC)(CN(C1)C3c1ccc([N+](=O)[O-])o1)C2=O (stereo not drawn)	0.54
CCOC(=O)c1sc(SC)c(C#N)c1N	-0.89
N#C/C(=C\Nc1ccc(F)c(Cl)c1)S(=O)(=O)c1ccccn1	0.13
CN(C)/C=C/C(=O)c1cccc(C#N)c1	-0.24
O=C(c1ccccc1)c1cnn(-c2ccc(Cl)cc2)n1	-0.86
CCN1C(=O)C2(/C(=C(/O)c3ccc(C)c(F)c3)C(=O)C(=O)N2CCN2CCOCC2)c2ccccc21 (stereo not drawn)	-1.4
O=S1(=O)N=S(c2ccccc2)c2ccccc21 (stereo not drawn)	0.12
Cc1ccc(-c2nn3c(C)nnc3s2)cc1NC(=O)C(C)(C)C	2.9
COc1ccccc1C1Nc2ccccc2NC2=C1C(=O)CC(c1cccs1)C2 (stereo not drawn)	0.08
CSC1=NCCCN1C(=O)c1ccccc1I	-0.73
O=S(=O)(c1ccc(Cl)cc1)n1nccc1/C=C/c1cccs1	-0.26
O=C(O)CSc1nnc(-c2ccccc2Br)o1	-1.1
Cn1c(=O)c2c(nc(NCCCCO)n2Cc2ccccc2Cl)n(C)c1=O	-1.1
O=C1SC(Nc2ccc(F)cc2)C(=O)N1c1ccccc1 (stereo not drawn)	1.9
CCn1c(Sc2c(C)c3cc4c(cc3[nH]c2=O)OCO4)nnc1-c1ccccc1	0.83
CCSc1sc(C(=O)OC)c(-c2ccc(Cl)cc2)c1C#N	0.97
CSc1ccccc1NC(=O)C1CC(c2c(F)cccc2Cl)=NO1 (stereo not drawn)	-0.89
Cc1ccc(S(=O)(=O)Oc2cc(=O)n(C)c3c2c(=O)n(C)c(=O)n3C)cc1	0.27
Clc1ccc(/C=N/N=C/c2ccc(Cl)cc2)cc1	0.16
Cn1c2c(c(=O)n(C)c1=O)C(CC(=O)Nc1ccccc1F)C(=O)N2 (stereo not drawn)	2.4

(listing goes on)
SMILES	Dicer inh
C/C(=N\OC(=O)c1ccc(Cl)cc1)c1ccn(S(=O)(=O)c2ccccc2)c1	-0.3
Cc1ccc(S(=O)(=O)NCc2cccnc2)c(C)c1	1.2
O=C(NCc1ccc(S(=O)(=O)NCCc2ccccc2)s1)c1ccccc1	9.6
Cc1cc(=O)[nH]c(SCc2cccc(Oc3ccccc3)c2)n1	-0.26
C=CCSc1nnc2c(n1)OC(C)=Nc1ccccc1-2	0.11
CSC1=N/C(=C\c2ccc(C)o2)C(=O)S1	0.76
CN1CCN(C2=Nc3cc(Cl)ccc3Nc3ccccc32)CC1	20
Cc1ccc(-c2nc3cc(N)ccc3o2)cc1N	0.6
CCSC1=C(C#N)C(c2ccc(C)cc2)CC(=O)N1 (stereo not drawn)	1.6
CN(CCc1ccccn1)S(=O)(=O)c1ccc2c(c1)CCO2	1.3
CSc1cccc(NC(=S)NNC(=O)CC#N)c1	1.5
O=C1c2cc([N+](=O)[O-])ccc2-c2ccc([N+](=O)[O-])cc21	7.7*
N/C(=N\NC(=O)Nc1ccccc1)c1ccccn1	3
O=[N+]([O-])c1cccnc1Oc1ccc(-c2ccc(Oc3ncccc3[N+](=O)[O-])cc2)cc1	-0.89
C=CCN1C(=O)C2(/C(=C(/O)c3ccc4c(c3)CC(C)O4)C(=O)C(=O)N2CCN(C)C)c2ccccc21 (stereo not drawn)	2
O=C(NC1=NCCCN1)c1c(Cl)cccc1Cl	-0.96
CC(=O)c1ccccc1C(=O)c1ccccc1	-1.2
c1ccc(CCn2c(SCCN3CCOCC3)nc3ccccc32)cc1	2.2
O=C1c2cccc(Cl)c2C(=O)c2cccc(Cl)c21	-0.29
O=S(=O)(/N=C(\NNC(=S)Nc1cc(Cl)ccc1Cl)N1CCCC1)c1ccccc1	2.1
COC(=O)c1sc(C(F)(F)F)c(-c2ccccc2)c1N	0.54
O=C(CSc1nc(-c2ccco2)cc(C(F)(F)F)n1)Nc1cccc(Cl)c1	0.07
CCc1[nH]n2c(=O)cc(C)nc2c1-c1ccccc1	1.3
CCOc1cccc(=O)c2c(C)n(-c3ccc(C(=O)O)cc3)c(C)c12	10*
CC(C)CC1Oc2ccccc2C2CC(c3ccccc3O)=NN12 (stereo not drawn)	5.3*
Cc1cc(NC(=O)CN2CCOCC2)n(-c2ccccc2)n1	-0.09
COC(=O)COc1ccc(OC)cc1	0.68
CCCCn1c(C)c(C)c(S(=O)(=O)c2ccccc2)c1N	-2.1
CCOC(=O)Cn1c(=O)n(CC(=O)OCC)c2ccccc21	-1.1
CCOC(=O)Cn1c(=O)c2cnc3c(c(C)nn3C)c2n1C	-0.24
C=CCn1c2ccccc2c2nn(C)c(=S)nc21	-2.5
COC(=O)c1c(NC(=O)c2cc3ccccc3c(=O)o2)sc2c1CCCC2	-2.5
C=C(C)CSc1nc(=O)cc(N)n1-c1ccc(F)cc1	0.91
N#Cc1c(NC(=O)c2ccc(Br)cc2)sc2c1CCCC2	-1.1
CN(C)CCCNC(=O)c1c(F)cccc1NC(=O)c1cccs1	-1.2
c1csc(C2CC3(CS2)Nc2ccccc2S3)c1 (stereo not drawn)	59

Gathered by group: the compounds so far with an aryl thioether with sulfur outside any ring (13)
SMILES	Dicer inh
Cc1nc(-c2ccc(Cl)cc2)sc1-c1ccnc(SCc2ccccc2)n1	0.31
C#CCSc1ncc(-c2ccc(Cl)cc2)n1C	-2.4
CCOC(=O)c1sc(SC)c(C#N)c1N	-0.89
O=C(O)CSc1nnc(-c2ccccc2Br)o1	-1.1
CCn1c(Sc2c(C)c3cc4c(cc3[nH]c2=O)OCO4)nnc1-c1ccccc1	0.83
CCSc1sc(C(=O)OC)c(-c2ccc(Cl)cc2)c1C#N	0.97
CSc1ccccc1NC(=O)C1CC(c2c(F)cccc2Cl)=NO1 (stereo not drawn)	-0.89
Cc1cc(=O)[nH]c(SCc2cccc(Oc3ccccc3)c2)n1	-0.26
C=CCSc1nnc2c(n1)OC(C)=Nc1ccccc1-2	0.11
CSc1cccc(NC(=S)NNC(=O)CC#N)c1	1.5
c1ccc(CCn2c(SCCN3CCOCC3)nc3ccccc32)cc1	2.2
O=C(CSc1nc(-c2ccco2)cc(C(F)(F)F)n1)Nc1cccc(Cl)c1	0.07
C=C(C)CSc1nc(=O)cc(N)n1-c1ccc(F)cc1	0.91

Remaining list, next part:
SMILES	Dicer inh
COc1ccc(/C=C/c2nc3n(n2)C=COc2ccccc2-3)cc1	0.55
O=C(O)C1CN(C(c2ccccc2)c2ccccc2)C1	0.98
OCC#CCSc1nc2ccccc2n1Cc1ccccc1	-2.4
O=c1cc(-c2ccccc2)nc2c(-c3ccccc3)c(C(F)(F)F)[nH]n12	4*
CC(C)(C)OCC(CO)NC(=O)OCC1c2ccccc2-c2ccccc21 (stereo not drawn)	-0.86
CC(=O)Nc1cccc(F)c1/C(N)=N/OC(C)=O	-0.44
O=C(Nc1[nH]c2cc([N+](=O)[O-])ccc2c1-c1ccccc1)c1cccs1	1.2
Cc1cc(C(F)(F)F)cc(NNC(=O)Nc2ccc(Cl)cc2Cl)n1	-0.85
CCc1ccc(CN2CCN(Cc3cccnc3)CC2)cc1	3.1*
O=C(NNC(=S)Nc1cc(Cl)ccc1Cl)C(O)(c1ccccc1)c1ccccc1	1.1
CCOc1ccccc1Oc1coc2cc(O)ccc2c1=O	3.3*
Cc1ccc(S(=O)(=O)c2nc(-c3ccco3)oc2N2CCC(C)CC2)cc1	-3.8
COc1ccc2cc(C(C)C(=O)Nc3cc(Cl)cc(Cl)c3)ccc2c1 (stereo not drawn)	-0.03
CCC1CCCCN1C(=O)CSc1nc(-c2ccco2)cc(C(F)(F)F)n1 (stereo not drawn)	0.04
O=C(NCCCn1ccnc1)c1sc2ccccc2c1Cl	-0.58
Cc1ccc(-n2sc(=O)n(Cc3ccc(F)cc3)c2=O)cc1	0.27
COC(=O)c1c(NC(=O)C2CCCCC2)sc2c1C(C(=O)OC)CC2 (stereo not drawn)	9.3
CCOc1ccc(S(=O)(=O)Nc2cc(C)ccn2)cc1	-1.1
COC(=O)c1c(NC(=O)c2ccc(OC)c(OC)c2)sc2c1CCC2	1.5
CC(=O)c1ccc(NCN2C(=O)c3ccccc3C2=O)cc1	1.6
CCOC(=O)c1c(C)oc(-c2ccc(Cl)cc2)c1S(=O)(=O)Nc1cccc(C)c1	-0.33
O=C1C(=O)N(CCCn2ccnc2)C(c2ccco2)/C1=C(\O)c1ccc(Cl)cc1 (stereo not drawn)	-0.15
CC1=C(C(=O)OC2CCCC2)C(c2ccccc2)C2=C(CC(c3ccccc3)CC2=O)N1 (stereo not drawn)	3.1*
CC1(C)CC(=O)C=C(NCCCn2ccnc2)C1	-0.56
CSc1nncc(-c2ccc(Cl)cc2)n1	-1.8
COC(=O)c1cc(=O)c2ccc(OC)cc2o1	2
C=CCn1c(SCC(=O)NN2CC(=O)N(c3ccccc3)CC2=O)nnc1-c1cccs1	-0.09
COc1ccc(OC)c(S(=O)(=O)Nc2ccc3oc4c(c3c2)C(=O)CCC4)c1	-1.1
CN(C(=O)c1cn(C)c(=O)cc1C(F)(F)F)c1ccc(Cl)c(Cl)c1	3
c1ccc(Nc2nc3c(s2)CCCC3)cc1	4*
Cc1nc(-c2ccccc2)sc1C(=O)/C=C/N(C)C	-0.17
Cc1cccc(Nc2nc(-c3ccccc3)cs2)n1	3.1*
O=C(O)c1cccnc1C(=O)N1CCc2c([nH]c3ccccc23)C1C(F)(F)F (stereo not drawn)	0.23
COc1ccc(CN2CCN(Cc3cc(Br)ccc3O)CC2)c(OC)c1	4.5*
Cc1cc([N+](=O)[O-])nn1Cc1ccc(C(=O)O)cc1	-2.2
CC(C)S(=O)(=O)C/C(N)=N/OC(=O)Nc1ccccc1	1.5

Part of the list above in order of formula weight, ascending.
SMILES	Dicer inh
c1ccc(Nc2nc3c(s2)CCCC3)cc1	4*
CSc1nncc(-c2ccc(Cl)cc2)n1	-1.8
Cc1nc(-c2ccccc2)sc1C(=O)/C=C/N(C)C	-0.17
CC(C)S(=O)(=O)C/C(N)=N/OC(=O)Nc1ccccc1	1.5
CN(C(=O)c1cn(C)c(=O)cc1C(F)(F)F)c1ccc(Cl)c(Cl)c1	3

(listing goes on)
SMILES	Dicer inh
CC(=O)Nc1c(-c2ccccc2)oc2ccccc2c1=O	3.3*
N#CC1=C(SCc2ccccc2)NC(=O)CC1c1ccc(O)cc1 (stereo not drawn)	2.6
CN(C)NC(=O)c1ccc([N+](=O)[O-])s1	-0.57
O=C(C1=C(O)C(=O)N(Cc2cccnc2)C1c1ccccc1F)c1cccs1 (stereo not drawn)	1.2
